Source: PubChem BioAssay (NCI)
Growth percent in the NCI-60 one-dose screen (48 h, 10 µM unless noted): 100 = growth as untreated, 0 = no growth, -100 = all killed.
OVCAR-4: OVCAR-4 ovarian cancer cells; 80,000 tested, 3.7% active
OVCAR-5: OVCAR-5 ovarian cancer; 82,000 tested, 2.9% active
OVCAR-3: OVCAR-3 ovarian cancer; 79,000 tested, 7% active; AID 1794787
RXF 393: RXF 393 renal cancer cells | 77,000 tested, 6.9% active | AID 1794773
OVCAR-8: OVCAR-8 ovarian cancer; 81,000 tested, 4.4% active
ACHN: ACHN renal cancer; 81,000 tested, 4.9% active
A498: A498 renal cancer cells. 76,000 tested, 5.4% active
CAKI-1: CAKI-1 renal cancer. 75,000 tested, 4.7% active. AID 1794772
* hit, by the source's call; · = no result given. The calls were made as follows: active = growth percent below 10; inactive = the rest.

Letters: A = OVCAR-4; B = OVCAR-5; C = OVCAR-3; D = RXF 393; E = OVCAR-8; F = ACHN; G = A498; H = CAKI-1
molecule: COc1ccc(Cc2cnc(NC(=O)c3ccc4c(c3)OCCO4)s2)cc1
  A: 41 | B: 26 | C: 6.6* | D: 20 | E: 17 | F: 28 | G: -6.3* | H: 28
molecule: CCCCCCCn1cc2c(Nc3cccc(Br)c3)ncnc2n1
  A: 94 | B: 121 | C: 105 | D: 106 | E: 99 | F: 101 | G: 73 | H: 83
molecule: COc1ccc(N=c2nc3sc4cc(Cl)ccc4n3c(N)c2C#N)cc1
  A: 56 | B: 107 | C: 114 | D: 52 | E: 59 | F: 98 | G: 100 | H: 69
molecule: O=C(COc1ccc(NC(=O)Nc2ccccc2)cc1)N=Nc1c(O)[nH]c2ccccc12
  A: 116 | B: 104 | C: 86 | D: 138 | E: 113 | F: 101 | G: 120 | H: 96
molecule: Nc1cccc2[nH]c(=O)c3ccccc3c12
  A: 76 | B: 93 | C: 76 | D: 92 | E: 84 | F: 106 | G: 77 | H: 84
molecule: CCCCC(CC)COS(=O)(=O)O (stereo not drawn)
  A: 113 | B: 106 | C: 101 | D: 110 | E: 106 | F: 103 | G: · | H: ·
molecule: N=C(N)c1ccc(-c2ccc(-c3ccccc3)s2)cc1F
  A: -57* | B: -97* | C: -95* | D: -87* | E: -33* | F: -98* | G: -89* | H: -81*
molecule: O=C1NC(=O)C(c2ccco2)N1 (stereo not drawn)
  A: 112 | B: 115 | C: 104 | D: 108 | E: 94 | F: 108 | G: 98 | H: 97
molecule: O=C(Nc1cccnc1)c1ccc2ccc3ccc(C(=O)Nc4cccnc4)nc3c2n1
  A: · | B: 37 | C: 23 | D: -50* | E: 23 | F: 23 | G: -39* | H: 11
molecule: CC1N=C(SCC(=O)c2ccc(F)cc2)N2C(C)N=C(SCC(=O)c3ccc(F)cc3)N12 (stereo not drawn)
  A: 93 | B: 97 | C: 101 | D: 109 | E: 107 | F: 99 | G: 101 | H: 94
molecule: COc1ccc(C(O)CCN(Cc2ccccc2)Cc2cc(OC)c(OC)c(OC)c2)cc1 (stereo not drawn)
  A: 92 | B: 97 | C: 108 | D: 105 | E: 102 | F: 93 | G: 102 | H: 86
molecule: Cn1cc(-c2ccc3cc(-c4ccc(CC(=O)Nc5cc(C(C)(C)C)on5)cc4)cnc3c2)cn1
  A: -22* | B: 57 | C: 49 | D: -0.2* | E: 20 | F: -23* | G: -4.2* | H: 13
molecule: O=C(Nc1ccc(Cl)cc1)c1ccccc1CC(O)(c1ccccc1)c1ccccc1
  A: 66 | B: 78 | C: 84 | D: 83 | E: 88 | F: 75 | G: 108 | H: 58
molecule: COC(=O)c1ccccc1OCc1cc(=O)oc2ccc(C)cc12
  A: 95 | B: 109 | C: 114 | D: 97 | E: 96 | F: 94 | G: 85 | H: 94
molecule: CC(C)c1cccc(C(C)C)c1OCC(C)(C)CN1CCCCC1
  A: 116 | B: 98 | C: 105 | D: 100 | E: 97 | F: 103 | G: 58 | H: 104
molecule: N#Cc1c(N)nc(N)nc1Nc1ccc(Br)cc1
  A: 94 | B: 115 | C: 98 | D: 94 | E: 101 | F: 89 | G: 106 | H: 80
molecule: N#Cc1cnc2c(C#N)c(Nc3ccccc3)nn2c1-c1ccccc1
  A: 95 | B: 94 | C: 110 | D: 84 | E: 102 | F: 98 | G: 73 | H: 94
molecule: Cc1ccc(NCN2C(=O)c3ccccc3C2=O)c(C)n1
  A: 119 | B: 111 | C: 130 | D: 114 | E: 100 | F: 117 | G: 89 | H: 105
molecule: CCCCc1oc2ccccc2c1C(=O)c1cc(I)c(O)c(I)c1
  A: 132 | B: 104 | C: 105 | D: 106 | E: 99 | F: 105 | G: 99 | H: 88
molecule: COc1ccccc1-c1ccc2nc(Nc3cc(N4CCN(CCO)CC4)nc(C)n3)sc2c1
  A: 87 | B: 102 | C: 95 | D: 86 | E: 99 | F: 95 | G: 77 | H: ·

Filtered by structure: the compounds so far with bromine.
Letters: A = OVCAR-4; B = OVCAR-5; C = OVCAR-3; D = RXF 393; E = OVCAR-8; F = ACHN; G = A498; H = CAKI-1
molecule: CCCCCCCn1cc2c(Nc3cccc(Br)c3)ncnc2n1
  A: 94 | B: 121 | C: 105 | D: 106 | E: 99 | F: 101 | G: 73 | H: 83
molecule: N#Cc1c(N)nc(N)nc1Nc1ccc(Br)cc1
  A: 94 | B: 115 | C: 98 | D: 94 | E: 101 | F: 89 | G: 106 | H: 80

New compounds follow:
Letters: A = OVCAR-4; B = OVCAR-5; C = OVCAR-3; D = RXF 393; E = OVCAR-8; F = ACHN; G = A498; H = CAKI-1
molecule: O=C(O)c1c([N+](=O)[O-])cnc2ccccc12
  A: 107 | B: 99 | C: 118 | D: 110 | E: 96 | F: 111 | G: 118 | H: 98
molecule: O=[N+]([O-])c1ccccc1C(O)Cc1ccccn1 (stereo not drawn)
  A: 116 | B: 106 | C: 120 | D: 114 | E: 114 | F: 104 | G: 101 | H: ·
molecule: Brc1cc(-c2ccccc2)nc2ccccc12
  A: 106 | B: 95 | C: 93 | D: 95 | E: 99 | F: 99 | G: 87 | H: 82
molecule: COc1ccc(-c2csc(N/N=C/c3cn(-c4ccc(C(=O)O)cc4)nc3-c3ccc(C(=O)O)cc3)n2)cc1
  A: 104 | B: 107 | C: 113 | D: 115 | E: 102 | F: 97 | G: 111 | H: 81
molecule: CC(C)OCCCn1c(=N)c(S(=O)(=O)c2ccccc2)cc2c(=O)n3ccccc3nc21
  A: 101 | B: 109 | C: 110 | D: 112 | E: 100 | F: 106 | G: · | H: 96
molecule: NC(=O)c1ccc(Oc2ccc(C(N)=O)cc2)cc1
  A: 101 | B: 115 | C: 110 | D: 98 | E: 121 | F: 106 | G: 111 | H: 91
molecule: N#CCNC(=O)c1ccc(-c2ccnc(Nc3ccc(N4CCOCC4)cc3)n2)cc1
  A: 66 | B: 29 | C: 32 | D: -63* | E: 24 | F: 6.0* | G: -32* | H: -5.7*
molecule: CCOC(=O)C1=C(N)Oc2c(sc3c(C)cccc23)C1c1ccc(F)cc1 (stereo not drawn)
  A: 43 | B: 28 | C: -33* | D: -7.1* | E: 19 | F: 31 | G: -5.9* | H: 2.3*
molecule: Nc1ccc(C(=O)NCCSCCN2CCCCC2)cc1
  A: 103 | B: 110 | C: 108 | D: 107 | E: 96 | F: 102 | G: · | H: 99
molecule: CC1=C(SCC(=O)O)C(=O)c2ccccc2C1=O
  A: 73 | B: 109 | C: 72 | D: 59 | E: 87 | F: 56 | G: 61 | H: 88
molecule: Cc1ccc(Nc2nc(N)nc(CSCC(=O)NN)n2)cc1
  A: 94 | B: 103 | C: 105 | D: 103 | E: 103 | F: 101 | G: 78 | H: 90
molecule: COc1cc2ncnc(Nc3ccc(F)c(Cl)c3)c2cc1OCC(=O)N1CCN(c2ccc([N+](=O)[O-])cc2)CC1
  A: 96 | B: 85 | C: 88 | D: 112 | E: 97 | F: 56 | G: 71 | H: 75
molecule: COc1cc(/C=C/C(=O)c2ccc(Nc3ncnc4cc(OC)c(OC)cc34)cc2)cc(OC)c1
  A: 107 | B: 112 | C: 104 | D: · | E: 95 | F: 102 | G: 96 | H: 98
molecule: O=[N+]([O-])c1ccc(-c2csc(COc3ccccc3)n2)cc1
  A: 100 | B: 104 | C: 110 | D: 120 | E: 105 | F: 106 | G: 94 | H: 90
molecule: COc1ccc(C2=C(c3ccccc3)C(=O)C(c3ccccc3)=C2c2ccccc2)cc1
  A: 68 | B: 102 | C: 27 | D: 77 | E: 68 | F: 67 | G: 98 | H: ·
molecule: COc1ccc(Nc2nc(N/N=C/c3ccc(O)cc3)nc(Nc3ccc([N+](=O)[O-])cc3)n2)cc1
  A: 111 | B: 109 | C: 124 | D: 121 | E: 100 | F: 103 | G: 105 | H: 123
molecule: Cc1cc(C(=O)NNC(=NCc2ccccc2)c2cc(C)on2)no1
  A: 116 | B: 102 | C: 105 | D: 129 | E: 85 | F: 116 | G: 105 | H: 105
molecule: CSc1nc(Oc2ccc(NC(C)=O)cc2)c(C#N)c(-c2cccc([N+](=O)[O-])c2)n1
  A: 99 | B: 99 | C: 113 | D: 95 | E: 100 | F: 98 | G: 75 | H: 81
molecule: NS(=O)(=O)c1ccc(NC2Nc3nc4ccccc4nc3S2)cc1 (stereo not drawn)
  A: 96 | B: 105 | C: 108 | D: 110 | E: 107 | F: 109 | G: 79 | H: 96
molecule: COc1cc(N2C(=O)[C@H](O)C2c2ccc(SC)cc2)cc(OC)c1OC (stereo partly drawn)
  A: 56 | B: 80 | C: -12* | D: 15 | E: 7.0* | F: 32 | G: -1.8* | H: 24

(cont.)
Below each SMILES – OVCAR-4	OVCAR-5	OVCAR-3	RXF 393	OVCAR-8	ACHN	A498	CAKI-1
> CC(=O)N1N=C(c2cc3ccccc3oc2=O)CC1c1cn(-c2ccccc2)nc1-c1ccc(Cl)cc1 (stereo not drawn)
  103	101	111	106	85	95	111	85
> COc1cccc(/C=N/NC(=O)c2cnn3c2NC(c2ccccc2)C3)c1Oc1ccccc1 (stereo not drawn)
  99	97	42	82	89	87	·	78
> Cc1c(C(=O)NCCCC(=O)NO)sc2ncnc(Nc3ccccc3)c12
  105	100	109	99	99	104	·	97
> CCCCCC#CC1OC23CCCCC2C(C#N)(C(=N)O3)C1(C#N)C#N (stereo not drawn)
  108	102	117	105	86	102	94	101
> COc1ccc2nc(Cl)c(/C=C/C(=O)c3ccc(NC(=O)CSc4nnc(-c5ccc(Cl)c(Cl)c5)n4-c4ccccc4)cc3)cc2c1
  103	102	105	92	92	103	87	78
> CCOC(=O)c1c2c(c(C)n1C)-c1oncc1CC2
  92	92	110	90	96	119	90	103
> CN1CCN(CC#CCNC(=O)[C@]23CCC(C)(C)C[C@H]2C2=CC[C@@H]4[C@@]5(C)Cc6c([nH]c7ccccc67)C(C)(C)[C@@H]5CC[C@@]4(C)[C@]2(C)CC3)CC1
  78	99	72	67	77	95	·	87
> CC(=O)Nc1ccc(C(=O)CN2CCOCC2)cc1
  131	112	107	98	104	·	90	·
> CC(=O)Nc1cccc(-c2nc3cc(-c4ccc(O)cc4)ccc3n2C)c1
  21	94	31	81	22	16	87	38
> C#CCOc1ccc(/C=N/Nc2nc(-c3cc(Cl)ccc3Cl)cs2)cc1
  53	100	·	111	94	98	84	77
> CCSc1nnc(-c2c(C)nc3ccc(Cl)cn23)o1
  64	111	97	·	97	79	100	84
> COc1cc(Nc2cc(O)c3c(=O)cc(-c4ccccc4)oc3c2)cc(OC)c1OC
  101	102	113	104	101	77	101	86
> CC(=O)Nc1cccc(OCCOc2cccc([N+](=O)[O-])c2)c1
  87	106	119	100	101	97	·	118
> COc1ccccc1OCC(=O)N1CCCCCC1
  ·	95	116	97	97	105	·	84
> O=C(c1ccccc1)c1ccccc1-c1nnc2n1N=C(c1ccccc1)CS2
  94	101	101	115	98	97	85	93
> Cc1nn(-c2ccccc2)c2ncnc(N/N=C/c3ccccc3O)c12
  29	36	29	-20*	12	3.5*	58	3.1*
> CC(=O)Oc1ccc2c(c1)Oc1cc(OC(C)=O)ccc1C21OC(=O)c2cc(CC[C@H]3CCC/C=C/[C@@H]4C[C@H](O)C[C@H]4[C@H](O)/C=C/C(=O)O3)ccc21
  82	96	48	70	39	91	103	90
> Cc1ccc2c(c1)-c1cc(C)nn1-c1ccc(C#N)cc1O2
  77	94	62	65	70	92	47	72
> O=C(Nc1ncc(Cc2ccccc2Cl)s1)C1=NCCCCN1
  101	102	105	126	99	99	116	96
> CCOC(=O)c1c(N2CCCC2)[nH]c(=O)c(C=Nc2cc(Cl)cc(Cl)c2)c1O
  103	93	104	102	103	105	100	73
> CCOc1ccccc1C(=O)N(Cc1ccccc1)Cc1ccccc1
  85	86	95	90	84	94	81	72

Gathered by group: the entries above containing a nitro group on carbon
Below each SMILES – OVCAR-4	OVCAR-5	OVCAR-3	RXF 393	OVCAR-8	ACHN	A498	CAKI-1
> O=C(O)c1c([N+](=O)[O-])cnc2ccccc12
  107	99	118	110	96	111	118	98
> O=[N+]([O-])c1ccccc1C(O)Cc1ccccn1 (stereo not drawn)
  116	106	120	114	114	104	101	·
> COc1cc2ncnc(Nc3ccc(F)c(Cl)c3)c2cc1OCC(=O)N1CCN(c2ccc([N+](=O)[O-])cc2)CC1
  96	85	88	112	97	56	71	75
> O=[N+]([O-])c1ccc(-c2csc(COc3ccccc3)n2)cc1
  100	104	110	120	105	106	94	90
> COc1ccc(Nc2nc(N/N=C/c3ccc(O)cc3)nc(Nc3ccc([N+](=O)[O-])cc3)n2)cc1
  111	109	124	121	100	103	105	123
> CSc1nc(Oc2ccc(NC(C)=O)cc2)c(C#N)c(-c2cccc([N+](=O)[O-])c2)n1
  99	99	113	95	100	98	75	81
> CC(=O)Nc1cccc(OCCOc2cccc([N+](=O)[O-])c2)c1
  87	106	119	100	101	97	·	118
